PfGluPho inh: PfG6PD (Plasmodium falciparum) enzyme inhibition. PfGluPho enzyme, NADPH resazurin-diaphorase fluorescence. inhibition, % at 20 µM. 350,000 compounds, 0.78% hits. AID 504690;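 active means inhibition reaching at least a set limit at 20 µM in the primary screen, cut at about 59% in these data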;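 further: 0% = DMSO wells with substrate and 100% = DMSO wells lacking glucose-6-phosphate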
SENP8 inh: blocks human SENP8 cleavage of Nedd8 substrate. recombinant SENP8, Nedd8 substrate fluorescence. inhibition, % at 20 µM. 360,000 compounds, 0.64% hits. Q96LD8; in the data active means inhibition mostly above about 40%, no sharp cut-off; inactive means mostly below about 27%
Target sequence (Q96LD8 whole entry, looked up): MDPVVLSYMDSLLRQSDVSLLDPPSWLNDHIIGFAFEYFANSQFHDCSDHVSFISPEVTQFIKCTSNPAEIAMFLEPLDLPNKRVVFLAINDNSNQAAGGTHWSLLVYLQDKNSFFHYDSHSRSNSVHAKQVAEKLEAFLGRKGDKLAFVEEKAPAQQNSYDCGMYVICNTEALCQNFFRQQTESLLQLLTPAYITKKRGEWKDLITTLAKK
NR3A LBD binder: modulators (binders) of human NR3A ligand-binding domain; NR3A LBD differential scanning fluorimetry, Tm shift; 0% = protein alone, 100% = glycine-bound protein; Tm shift relative to glycine control, % at 25 µM; 340,000 compounds, 2.5% hits; AID 1259313;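 active means melting temperature shift of at least 10% of the positive control shift, at one fixed dose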
ATG4B inh: blocks human ATG4B protease cleavage of LC3 substrate; Q9Y4P1; ATG4B cleavage of LC3-PLA2, NBD-HPC fluorescence, 1 h; inhibition, % at 8.33 µM; 340,000 compounds, 0.51% hits; AID 504462; in the data active means inhibition above about 40%
SENP6 inh: SENP6 protease inhibition | Recombinant SENP6 catalytic domain, aminoluciferin luminescence | 330,000 compounds, 1.8% hits | AID 2599 | Q9GZR1 | inhibition, % at 10 µM;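 active means inhibition above about 50% at the single tested dose, limit read from the data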;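 further: plate controls were DMSO wells with enzyme for no effect and DMSO wells lacking enzyme for full effect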
MPTP inh: permeability transition pore inhibition; isolated mouse mitochondria, Ca2+ swelling absorbance, 30 min; inhibition, % at 10 µM; 360,000 compounds, 1.4% hits;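 active means inhibition of 50% or more, scaled per plate between neutral and stimulator controls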;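 further: 0% = DMSO wells given calcium and 100% = 1 mM EGTA wells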
hIAP activ: human IAP activation. purified human IAP, CDP-Star luminescence, 30 min; stronger effect = higher value; 1 = vehicle-only enzyme, 0 = enzyme-free background. activation factor at 10 µM. 330,000 compounds, 0.16% hits;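 active means activation factor of the enzyme at least 2-fold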; further: the source names both 10 and 20 µM as test concentration; values of inactives mirror those of a sister screen read the other way
Target sequence (P09923 whole entry, looked up): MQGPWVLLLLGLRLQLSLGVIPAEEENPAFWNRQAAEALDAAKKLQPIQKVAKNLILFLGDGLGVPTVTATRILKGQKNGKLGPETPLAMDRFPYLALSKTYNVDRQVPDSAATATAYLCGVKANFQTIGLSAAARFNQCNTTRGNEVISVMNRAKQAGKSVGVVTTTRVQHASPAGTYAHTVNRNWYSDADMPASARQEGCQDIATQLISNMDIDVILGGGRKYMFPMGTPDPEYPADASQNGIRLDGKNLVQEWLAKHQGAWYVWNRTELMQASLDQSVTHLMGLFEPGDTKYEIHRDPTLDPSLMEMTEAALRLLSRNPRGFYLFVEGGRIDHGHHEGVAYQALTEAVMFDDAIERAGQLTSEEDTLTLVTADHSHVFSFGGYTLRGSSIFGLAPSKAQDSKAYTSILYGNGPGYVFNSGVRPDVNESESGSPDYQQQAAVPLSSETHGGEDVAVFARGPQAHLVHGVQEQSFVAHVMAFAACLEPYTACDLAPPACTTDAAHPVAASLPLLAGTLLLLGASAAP
SENP1 inh: inhibitors of human SENP1 SUMO protease catalytic domain; Q9P0U3; recombinant SENP1 catalytic domain, CyPet-SUMO1-YPet FRET cleavage; inhibition, % at 10 µM; 360,000 compounds, 0.21% hits;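 active means inhibition at least 30% at 10 µM, raw YFP signal under a set limit, fluorescence ratio 0.5 to 1.5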;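 further: 0% = enzyme with DMSO and 100% = no enzyme wells; some results filed as inactive read as strong as hits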
Target sequence (Q9P0U3 419-644 limits assumed): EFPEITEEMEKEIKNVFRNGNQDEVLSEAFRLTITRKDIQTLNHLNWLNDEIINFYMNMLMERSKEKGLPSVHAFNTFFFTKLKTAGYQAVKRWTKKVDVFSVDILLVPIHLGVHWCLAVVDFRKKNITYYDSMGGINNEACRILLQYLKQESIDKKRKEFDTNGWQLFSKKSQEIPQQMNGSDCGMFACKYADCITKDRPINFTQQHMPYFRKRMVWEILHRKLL
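Controls: no-enzyme wells low, DMSO-plus-enzyme wells high control. Test system: human recombinant His6-tagged SENP1 catalytic domain enzyme. Reagent: SFCypet-SUMO1-SFYpet FRET protein substrate, 25 nM final. Doses: one dose per compound, 10 µM, 0.5% DMSO. Detection: FRET, CFP and YFP emission. Timing: 50 min reaction at room temperature.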
Active calls of the source: *; i = inactive; / = no result given.

SMILES | PfGluPho inh | SENP8 inh | NR3A LBD binder | ATG4B inh | SENP6 inh | MPTP inh | hIAP activ | SENP1 inh
COc1ccccc1NC(=O)c1csc2c1CCCC2 | 12 | -59 | 1 | 9 | -4 | 3.1 | 0.86 | -1
Cc1ccc2[nH]c(=O)c(CN(CCCO)S(=O)(=O)c3c(C)ccc4nsnc34)cc2c1 | -8 | 10 | 1 | 8 | -23 | -1.1 | 1 | -1
CCN(CC)S(=O)(=O)c1ccc(C(=O)OCC(=O)NC2CCCC2)cc1 | 14 | 7 | -1 | 0 | -27 | -0.3 | 1.1 | 1
O=C(COc1cccnc1[N+](=O)[O-])c1c[nH]c2ccccc12 | 11 | 8 | 3 | -11 | 0 | -0.2 | 0.99 | -4
CN(C)[C@@H]1CCC[C@@H]1OC(=O)C(c1ccccc1)c1ccccc1 | -13 | 6 | 0 | 0 | -19 | -1.0 | 0.95 | 0
O=C(O)c1cccc(NC(=O)C2CCCO2)c1 (stereo not given) | -12 | 8 | -1 | -3 | 6 | 0.5 | 0.92 | 2
CCCCNS(=O)(=O)c1ccc2nc(-c3cccnc3)cc(C(=O)NCCOC)c2c1 | -23 | -3 | 0 | -5 | 6 | 1.2 | 1.1 | -1
CC1CCN(C(=O)COC(=O)[C@H](C)NS(=O)(=O)/C=C/c2ccccc2)CC1 | -7 | 28 | -1 | -8 | 1 | -1.3 | 0.82 | 2
O=C(OC1CCCCC1=O)c1cccc(S(=O)(=O)N2CCOCC2)c1 (stereo not given) | -3 | 10 | 0 | 0 | -15 | -1.9 | 1.1 | 3
CCOC(=O)c1ccc(NC(=S)N(CCCN2CCCCCC2)Cc2ccco2)cc1 | 12 | 27 | -5 | -2 | 0 | 1.1 | 0.95 | -3
CC(C)(C)Cc1nc(-c2ccccn2)no1 | 8 | 16 | 2 | -3 | -14 | 1.3 | 1 | 1
CCOC(=O)C1CCN(C(=O)Nc2cc(Cl)cc(Cl)c2)CC1 | 9 | 25 | 0 | 0 | 20 | 78* | 1.2 | 2
CC(=O)c1ccc(N2CCN(C(=O)C3CCCN(S(=O)(=O)c4c(C)[nH]c(=O)[nH]c4=O)C3)CC2)cc1 (stereo not given) | -3 | -87 | 0 | -6 | 9 | 0.1 | 1.1 | 2
CC(C(=O)Nc1cc(Cl)cc(Cl)c1)N1CCCC1 (stereo not given) | -11 | 27 | -1 | 3 | -14 | 1.0 | 0.98 | 1
CN(C)C=NC(=O)c1cn(-c2ccc(F)cc2)c(=O)c2ccccc12 | 3 | -46 | -5 | 2 | 14 | -1.3 | 0.81 | -1
CCOc1ccc(/C(O)=C2/C(=O)C(=O)N(CCOCCO)C2c2ccccn2)cc1 (stereo not given) | -27 | 2 | -1 | -9 | -7 | -1.3 | 0.97 | 3
O=C(OCCN1C(=O)c2cccc3c(N4CCOCC4)ccc(c23)C1=O)c1ccc(Cl)cc1 | -9 | -135 | 7 | -8 | -18 | -0.5 | 0.98 | -23
CCNC(=S)NNC(=O)c1cc(Br)cs1 | 2 | 23 | -1 | 4 | -5 | 0.6 | 1.3 | 2
COc1cc2cc(/C=C/C(=O)c3ccco3)c(Cl)nc2cc1OC | -8 | -213 | -5 | -22 | 11 | -2.7 | 0.84 | 3
CC(=O)Nc1ccc2nc(CN3CCN(Cc4ccc(F)cc4)C(CCO)C3)ccc2c1 (stereo not given) | 4 | -280 | -2 | -11 | 21 | 0.6 | 0.87 | -25
COCCn1c(SCC(=O)NNC(=O)Cc2ccccc2)nc2ccccc2c1=O | -18 | 12 | 1 | 4 | -13 | -1.8 | 1.7 | 1
O=C(Nc1ccc(CN2CCCCC2)cc1)c1ccc2c(c1)OCO2 | -5 | 17 | 1 | -5 | -2 | -1.2 | 1 | 1
CC(=O)OCn1ncc(N2CCOCC2)c(Br)c1=O | 15 | 4 | 0 | 3 | 11 | -1.6 | 0.86 | 1
COc1ccc(OC)c(/C=N\Nc2nccs2)c1 | 0 | -369 | -2 | 3 | -7 | 2.0 | 1.1 | -16
CC(=O)SCC(C)C(=O)NCc1ccccc1 (stereo not given) | 0 | 6 | -1 | -18 | -20 | 0.2 | 2 | 4

3 neighbouring records from above, for reference:
SMILES | PfGluPho inh | SENP8 inh | NR3A LBD binder | ATG4B inh | SENP6 inh | MPTP inh | hIAP activ | SENP1 inh
CC(=O)OCn1ncc(N2CCOCC2)c(Br)c1=O | 15 | 4 | 0 | 3 | 11 | -1.6 | 0.86 | 1
COc1ccc(OC)c(/C=N\Nc2nccs2)c1 | 0 | -369 | -2 | 3 | -7 | 2.0 | 1.1 | -16
CC(=O)SCC(C)C(=O)NCc1ccccc1 (stereo not given) | 0 | 6 | -1 | -18 | -20 | 0.2 | 2 | 4

Additional entries.
SMILES | PfGluPho inh | SENP8 inh | NR3A LBD binder | ATG4B inh | SENP6 inh | MPTP inh | hIAP activ | SENP1 inh
Cc1ccc(-c2nc3cc(Br)cnc3nc2-c2ccc(C)cc2)cc1 | 19 | -2 | -2 | -6 | -14 | 7.1 | 0.9 | -14
Cc1ccc(O)c(/C=N/NC(=O)c2[nH]ncc2Br)c1 | -18 | 11 | -16 | 5 | 77* | -0.1 | 2.2* | 2
O=C(NCCc1ccccn1)c1ccc(OC2CCN(Cc3ccccn3)CC2)cc1 | -2 | -6 | 0 | 4 | 12 | -0.5 | 1.2 | -7
O=C(CC(c1ccccc1)c1ccccc1)Nc1ccc(C(=O)O)cc1 | -21 | 11 | 2 | -10 | 26 | 0.2 | 0.94 | 0
C(=Cc1c[nH]c2ccccc12)c1nccc2ccccc12 | 65* | -451 | -8 | -8 | / | 1.0 | / | -32
CCC(=O)c1ccc(OCC(=O)NCCCN2CCOCC2)cc1 | -8 | 8 | -1 | -2 | / | 0.6 | / | -2
O=C(CSc1nnc(-c2ccc(F)cc2)o1)Nc1ccc(S(=O)(=O)N2CCCCCC2)cc1 | 3 | 6 | 9 | -33 | -4 | 17 | 1.3 | 0
C=CCNc1nc(Nc2ccc(-c3nc4ccccc4o3)cc2)nc(N2CCOCC2)n1 | -1 | -270 | -4 | 19 | -5 | 2.8 | 1.1 | -9
NC(=O)CNC(=O)C1CCN(S(=O)(=O)c2ccc(-n3cnnn3)cc2)CC1 | -17 | 24 | 0 | 5 | -46 | -1.4 | 1.1 | 0
c1ccc(CNc2ncnc3scc(-c4cccs4)c23)nc1 | -4 | 9 | -2 | -5 | 14 | 72* | 0.93 | 2
CC(Nc1nc(N2CCCC2)nc2ccccc12)c1ccccc1 (stereo not given) | -20 | -210 | -1 | -4 | 6 | -0.3 | 0.86 | 3
COC(=O)Cc1ccc(NC(=S)Nc2ccccn2)cc1 | 5 | 7 | -4 | 4 | -6 | -0.9 | 0.95 | 4
CCCCn1nnc(NC(=O)Cc2ccc(Cl)cc2)n1 | -12 | 23 | -2 | 2 | -29 | -4.4 | 1.2 | -2
COc1ccccc1NS(=O)(=O)c1cccc(C(=O)NN=C2CCCC2)c1 | -4 | 14 | -1 | 5 | -24 | -0.8 | 1.1 | 3
Cc1cccc(C)c1NC(=O)CNC(=O)c1cccc(S(=O)(=O)NCc2cccs2)c1 | 0 | 2 | 1 | -7 | -12 | -1.8 | 1.1 | 1
CC(C)CCOc1ccc(C2(C)NC(=O)NC2=O)cc1 (stereo not given) | 2 | 0 | -1 | -2 | 5 | 0.1 | 1.1 | 2
CS(=O)(=O)c1ccc(-n2c(=O)n(Cc3ccccc3)c(=O)c3[nH]cnc32)cc1 | -15 | 22 | -1 | 0 | 7 | 0.2 | 1 | 2
O=C1CCC(=O)N1c1ccc(NCCc2ccccc2F)c([N+](=O)[O-])c1 | -2 | 23 | 0 | 0 | 12 | 0.5 | 0.78 | 6
CCCSc1nnc(NC(=O)Nc2ccccc2OC)s1 | 6 | 30 | 0 | -12 | -20 | 8.2 | 1.2 | 1
CC(C)Oc1ccc(C(=O)Nc2ccc(S(=O)(=O)N3CCN(C)CC3)cc2)cc1 | 0 | 8 | -1 | -3 | -3 | -1.4 | 1.2 | -1
CCN(CC)c1ccc(NC(=O)c2ccc(=O)[nH]c2)cc1S(=O)(=O)Nc1ccccc1OC | 62* | 4 | -18 | -4 | -22 | -4.1 | 1.1 | 0
CCOC(=O)C1CCN(C(=O)c2ccc(NS(=O)(=O)c3ccc4[nH]c(=O)[nH]c4c3)cc2)CC1 | 1 | -8 | 3 | -7 | / | 0.2 | / | 0
O=C(NCCCN1CCN(c2ccc(F)cc2)CC1)NC12CC3CC(CC(C3)C1)C2 | 8 | 11 | 1 | -2 | -10 | 0.0 | 1.1 | 2
N#Cc1ccc(Oc2ccc(-c3nc4ccccc4nc3-c3ccccc3)cc2)cc1C#N | 3 | -187 | -4 | 24 | -24 | 1.4 | 0.91 | 2
CC(C)C1C(=O)N(Cc2cn(Cc3ccco3)nn2)CCS(=O)(=O)N1Cc1ccc(-c2ccc(Cl)cc2)cc1 (stereo not given) | 15 | 17 | / | / | / | -0.9 | / | -1

Individual results from above.
`NC(=O)CNC(=O)C1CCN(S(=O)(=O)c2ccc(-n3cnnn3)cc2)CC1` in SENP1 inh = 0
`Cc1ccc(O)c(/C=N/NC(=O)c2[nH]ncc2Br)c1` in SENP6 inh = 77*

(continued)
SMILES | PfGluPho inh | SENP8 inh | NR3A LBD binder | ATG4B inh | SENP6 inh | MPTP inh | hIAP activ | SENP1 inh
O=C(NNC(=O)C1CCC(C(=O)NNC(=O)c2cccs2)CC1)c1cccs1 (stereo not given) | -2 | 10 | -2 | 6 | -6 | -0.4 | 0.92 | 9
CCCCOC(=O)Nc1cccc(Cl)c1C | 10 | 7 | 2 | 22 | 17 | 4.6 | 1.1 | 0
Cc1cc(C)c(NC(=O)CN2C(=O)NC(Cc3ccccc3)C2=O)c(C)c1 (stereo not given) | -8 | 23 | 0 | 0 | -23 | -0.8 | 1.2 | 4
CCC(=O)N1CCC2(CC1)Oc1ccc(F)cc1C(=O)C21CC(c2ccccc2)=NO1 (stereo not given) | 15 | 12 | 1 | -7 | -5 | -0.8 | 1.1 | -1
COc1ccc(OCCC(=O)NCCN2CCOCC2)cc1 | -10 | -2 | -2 | 0 | -16 | -0.5 | 1.2 | 2
Cc1ccc(NC(=O)CCN2C(=O)NC3(CCCC3)C2=O)cc1 | 1 | 12 | 1 | 5 | -5 | 0.2 | 1.1 | 0
Cn1c(=O)[nH]c(=O)c2c1nc(Br)n2CCC(=O)c1ccccc1 | -4 | 3 | 1 | -7 | -17 | 0.1 | 1.2 | 2
COc1cccc(-c2csc(N3CCN(C(=O)NC45CC6CC(CC(C6)C4)C5)CC3)n2)c1 | 29 | 23 | -2 | -6 | -15 | 2.3 | 1.2 | 3
CCN=C(NCC)SC1CC(=O)N(c2cccc(OC)c2)C1=O (stereo not given) | 9 | 6 | -2 | 1 | -17 | 0.9 | 0.95 | 0
O=C(c1cc(-c2ccc(F)cc2)on1)N1CCOCC1 | 3 | 10 | -1 | -5 | -8 | 0.7 | 1.1 | 2
COc1ccc(-c2cc(-c3ccccc3)n3ncnc3n2)cc1 | 3 | i | -2 | 3 | -7 | -2.2 | 1.2 | -1
COc1ccc(NC(=O)CN(C)C(=O)C(CCSC)NC(=O)c2ccccc2)cc1 (stereo not given) | -2 | 11 | 0 | -2 | 0 | -2.0 | 1.1 | 2
CCc1cccc(NS(=O)(=O)c2ccc3c(c2)n(C)c(=O)n3C)c1 | 4 | 24 | -4 | -2 | -6 | -0.1 | 1.1 | 3
Cc1ccc(C(=O)CNc2ccccc2C)cc1 | -17 | 9 | 2 | 14 | 5 | 1.8 | 0.99 | 2
CCC(C)(C)NC(=O)CN(C(=O)CCC(=O)Nc1nccs1)c1ccc2c(c1)OCO2 | -1 | 14 | -2 | -3 | -17 | 0.4 | 0.94 | -2
C#CCN(C[C@@H]1[C@@H](OC(=O)NCc2ccco2)[C@@H](OC(=O)NCc2ccco2)CN(C(=O)OC(C)C)N1C(=O)OC(C)C)S(=O)(=O)c1ccc(C)cc1 | 7 | 1 | / | / | / | -0.1 | / | 2
COc1ccc(NC(=O)CCC(=O)N/N=C/c2ccc([N+](=O)[O-])s2)cc1 | 17 | 30 | 4 | -5 | 49 | -13 | 1.1 | -1

Bioassay records from PubChem.
